Compound activity (PubChem)
PfHsp90 set2 – growth inhibition of PfHsp90-expressing yeast, primary screen, antimalarial PfHsp90 inhibitor project, S. cerevisiae, BacTiter-Glo luminescence, single point, set 2 | AID 504621, 2011 | BacTiter-Glo ATP, 48 h; yeast lacking PDR1 and PDR3 efflux regulators | inhibition, % at 9.4 µM | 310,000 tested, 0.32% active;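 active = every replicate shows inhibition above about 80%, whatever the replicate mean, limit read from the data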;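 note: 0% = DMSO neutral controls and 100% = 20 µM radicicol positive controls; yeast relying on Plasmodium falciparum Hsp90 in place of its own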
OPRM1-OPRD1 inv – inverse agonists of MOR-DOR heterodimerization, primary screen, cell-based, luminescence. Mu-type opioid receptor (Homo sapiens) + Delta-type opioid receptor (Homo sapiens), …. cell-based MOR-DOR heterodimer luminescence, inverse agonism. 340,000 tested, 0.21% active. inhibition, % at 9.3 µM; in the data active = inhibition above about 22%, passing the limit was not always enough;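 note: 0% = cells with DMSO and 100% = wells without cells with DMSO; values of inactives mirror those of a sister screen read the other way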
Ecoli viability – E. coli V3065 growth inhibition, primary screen, counter-screen for AddAB inhibitor project, absorbance, OD600. 18 h. inhibition, % at 11.9 µM. 330,000 tested, 0.27% active;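 active = inhibition above the campaign's mean inhibition across all tested compounds plus 3 SD, cut at about 9.9% in these data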;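 note: uninfected addAB+ strain grown without phage in ampicillin broth; 0% = DMSO wells and 100% = ciprofloxacin 0.95 µg/ml wells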
Tat transport – E. coli Tat export inhibitors, primary screen, MC4100, TorA-mCherry reporter, fluorescence, single point; inhibition, % at 10 µM; 340,000 tested, 0.036% active; AID 488895, 2010;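 active = mean replicate inhibition at least 50% and at least half of replicates individually reaching 50%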;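 note: exported cargo escapes ClpAP degradation while cytoplasmic cargo is degraded and loses fluorescence; 0% = median of neutral control wells and 100% = median of NaSCN control wells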
SUMO Mot1 rescue – yeast Mot1-301 growth rescue at high temperature, primary screen, SUMOylation pathway inhibitor project, S. cerevisiae, ATP luminescence, 38.5C; S. cerevisiae Mot1-301 growth rescue; percent above DMSO median, 100 means doubled; growth rescue, % at 18.8 µM; 320,000 tested, 1% active; AID 2716, 2010;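 active = every valid replicate shows activation above 250% relative to neutral control wells; inactive = the rest, any valid replicate at or below 250%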;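 note: OY570 slx delta 5 strain wells were the positive control but not used for scaling; some compounds called inactive have numbers as strong as hits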
phage Ecoli inh – growth loss of phage-infected E. coli, primary screen, RecBCD inhibitor project, absorbance, with phage, HTS. 360,000 tested, 0.26% active. inhibition, % at 11.9 µM; in the data active = inhibition above about 11%
AddAB inh – growth inhibition of E. coli expressing H. pylori AddAB, primary screen, AddAB inhibitor project, absorbance; inhibition, % at 11.9 µM; 330,000 tested, 0.29% active; in the data active = inhibition above about 12%;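 note: 0% = vehicle wells of infected cells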
MOR-DOR ag – agonists of OPRM1-OPRD1 heterodimerization, primary screen, cell-based, luminescence; 340,000 tested, 0.3% active; activation, % at 9.3 µM; cells; in the data active = activation above about 18%;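 note: 0% = vehicle-treated cells and 100% = reference agonist; values of inactives mirror those of a sister screen read the other way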
PKA-R1A activ – activators of PKA-R1A holoenzyme, primary screen, biochemical, fluorescence polarization, Cy5-IP20, bovine R1A, mouse PKAc. 340,000 tested, 0.083% active. PKA-R1A dissociation; scaled: DMSO 0%, 113 µM cGMP 100%. AID 504707, 2011. cAMP-dependent protein kinase type I-alpha regulatory subunit (Bos taurus) + …. activation, % at 11.4 µM;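 active = percent activation above the mean of all tested compounds plus 3 SD, cut at about 19% in these data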;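 note: higher means more PKAc released from R1A so a rise in polarization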
Arrestin-AP2 inh – inhibitors of beta-arrestin/AP2 binding, primary screen, biochemical, GPCR trafficking, flow cytometry; beta-arrestin 1 C-terminal peptide binding to AP2 beta2-adaptin appendage (human); FITC-arrestin peptide / GST-AP2 beads; AP2 beta2 appendage carries R879A mutation; inhibition, % at 10 µM; 340,000 tested, 0.31% active; AID 504490, 2011;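 active = inhibition above a set limit, near 3 SD of compounds lacking own fluorescence, cut at about 54% in these data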;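 note: plate controls were DMSO wells for no effect and 5 µM unlabelled arrestin peptide for full effect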
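test system = AP2 appendage R879A on GSH beads | buffer or medium = PBS plus Tween 20 (0.05%) and BSA (0.1%) | incubation = 12 min plus 1 h, RT | detection = bead flow cytometry, FITC channel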
Pemphigus Ab inh – inhibitors of pemphigus antibody binding to DSG3, primary screen, biochemical, bead-based, flow cytometry, scFv-GFP; Desmoglein-3 (Homo sapiens), P32926; DSG3-coupled beads, scFv-anti-DSG3-GFP binding; active compounds read low; binding (percent of control), % at 10 µM; 310,000 tested, 0.48% active; AID 588358, 2011;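 active = binding more than 3 SD below its plate's average and above zero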;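 note: hits lower antibody fragment binding to DSG3; some compounds called inactive have numbers as strong as hits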
Target sequence (P32926 whole entry, looked up, the tested form may be a part): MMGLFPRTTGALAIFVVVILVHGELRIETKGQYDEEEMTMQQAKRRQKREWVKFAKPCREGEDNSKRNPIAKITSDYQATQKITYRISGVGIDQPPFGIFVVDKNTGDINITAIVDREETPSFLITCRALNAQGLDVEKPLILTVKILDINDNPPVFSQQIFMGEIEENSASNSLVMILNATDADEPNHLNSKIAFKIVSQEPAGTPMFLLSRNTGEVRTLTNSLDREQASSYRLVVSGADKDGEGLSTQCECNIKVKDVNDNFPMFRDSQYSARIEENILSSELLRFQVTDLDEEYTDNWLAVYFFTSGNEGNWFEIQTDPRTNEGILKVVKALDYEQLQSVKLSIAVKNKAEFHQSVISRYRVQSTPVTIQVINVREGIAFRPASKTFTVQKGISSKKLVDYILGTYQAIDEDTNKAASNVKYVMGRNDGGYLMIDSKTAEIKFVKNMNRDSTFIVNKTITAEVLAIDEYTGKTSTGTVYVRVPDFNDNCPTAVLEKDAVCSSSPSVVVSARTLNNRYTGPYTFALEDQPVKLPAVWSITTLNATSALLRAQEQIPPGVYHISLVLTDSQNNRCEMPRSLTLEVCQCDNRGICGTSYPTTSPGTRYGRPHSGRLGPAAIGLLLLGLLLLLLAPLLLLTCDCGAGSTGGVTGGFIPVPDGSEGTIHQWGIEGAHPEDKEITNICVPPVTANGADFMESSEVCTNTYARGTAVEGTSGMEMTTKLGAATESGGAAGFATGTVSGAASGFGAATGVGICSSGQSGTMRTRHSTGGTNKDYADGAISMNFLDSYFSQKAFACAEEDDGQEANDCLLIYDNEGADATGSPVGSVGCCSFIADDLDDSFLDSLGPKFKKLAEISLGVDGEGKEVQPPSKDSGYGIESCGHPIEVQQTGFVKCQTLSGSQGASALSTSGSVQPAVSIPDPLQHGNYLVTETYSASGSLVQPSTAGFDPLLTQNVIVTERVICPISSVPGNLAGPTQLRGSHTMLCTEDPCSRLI
Active calls of the source: *. Rows were taken by chance (roughly 2.8% active in at least one column).

Screening CCOc1ccc(NC(=O)CN(C)C(=O)CSC(C)C(=O)Nc2cc(C)on2)cc1OCC (stereo unspecified) returned PfHsp90 set2 -9, OPRM1-OPRD1 inv 10, Ecoli viability 0.6, Tat transport -5, SUMO Mot1 rescue 16, phage Ecoli inh 0.6, AddAB inh -0.4, MOR-DOR ag -1.9, PKA-R1A activ 2, Arrestin-AP2 inh -12 and Pemphigus Ab inh 104.
For COc1cccc(/C=N/NC(=O)CNC(=O)c2cccs2)c1O the results were PfHsp90 set2 -22, OPRM1-OPRD1 inv 5, Ecoli viability -3.0, Tat transport -3, SUMO Mot1 rescue 315, phage Ecoli inh -2.2, AddAB inh -1.9, MOR-DOR ag -0.9, PKA-R1A activ 2, Arrestin-AP2 inh -5 and Pemphigus Ab inh 90.
`NNC(=O)c1cc(C23CC4CC(CC(C4)C2)C3)[nH]n1` gave PfHsp90 set2 -4, OPRM1-OPRD1 inv -20, Ecoli viability 0.6, Tat transport 1, SUMO Mot1 rescue 47, phage Ecoli inh -3.6, AddAB inh 0.4, MOR-DOR ag 4.1, PKA-R1A activ 3, Arrestin-AP2 inh 6 and Pemphigus Ab inh 111.
For COc1ccc(-c2nn(-c3ccccc3)cc2C(=O)Nc2nc(CC(C)=O)ns2)cc1 the results were PfHsp90 set2 -3, OPRM1-OPRD1 inv -4, Ecoli viability 1.7, Tat transport -4, SUMO Mot1 rescue 6, phage Ecoli inh 0.9, AddAB inh 4.4, MOR-DOR ag 0.8, PKA-R1A activ 5, Arrestin-AP2 inh 5 and Pemphigus Ab inh 100.
Screening Cc1ccc(-n2ncc(C#N)c2N)cc1 returned PfHsp90 set2 -6, OPRM1-OPRD1 inv 13, Ecoli viability 1.5, Tat transport -2, SUMO Mot1 rescue 10, phage Ecoli inh 0.5, AddAB inh -5.2, MOR-DOR ag -2.6, PKA-R1A activ 1 and Arrestin-AP2 inh 11.
O=C1CCCc2cc(S(=O)(=O)N3CCC(C(=O)NCc4ccccc4)CC3)ccc2N1 was read as PfHsp90 set2 1, OPRM1-OPRD1 inv 4, Ecoli viability 2.5, Tat transport 1, SUMO Mot1 rescue -3, phage Ecoli inh 1.9, AddAB inh 0.4, MOR-DOR ag -0.7, PKA-R1A activ -15 and Arrestin-AP2 inh -4.
`O=C(Nc1nccs1)c1cccc(N2C(=O)C3C4C=CC(C4)C3C2=O)c1` (stereo unspecified) gave PfHsp90 set2 -6, OPRM1-OPRD1 inv 3, Ecoli viability -0.9, Tat transport -1, SUMO Mot1 rescue 6, phage Ecoli inh 1.5, AddAB inh -2.2, MOR-DOR ag -0.6, PKA-R1A activ -1, Arrestin-AP2 inh 24 and Pemphigus Ab inh 95.
COc1ccc(N(CC(=O)NCc2cccc(OC)c2)S(=O)(=O)c2c(C)noc2C)cc1 was read as PfHsp90 set2 12, OPRM1-OPRD1 inv 14, Ecoli viability -0.2, Tat transport -11, SUMO Mot1 rescue -4, phage Ecoli inh 1.6, AddAB inh 4.2, MOR-DOR ag -2.6, PKA-R1A activ -15, Arrestin-AP2 inh -2 and Pemphigus Ab inh 98.
For Cc1cc(C)c(C(=O)COC(=O)[C@H](C)Nc2ccc(C(F)(F)F)cc2[N+](=O)[O-])c(C)c1 the results were PfHsp90 set2 9, OPRM1-OPRD1 inv 22, Ecoli viability 1.3, Tat transport 4, SUMO Mot1 rescue -11, phage Ecoli inh 3.4, AddAB inh 5.7, MOR-DOR ag -4.2, PKA-R1A activ 10, Arrestin-AP2 inh -7 and Pemphigus Ab inh 101.
Screening CCCCc1[nH]c(=O)c(C#N)c2c1CSC(C)(C)C2 returned PfHsp90 set2 11, OPRM1-OPRD1 inv 15, Ecoli viability -2.7, Tat transport -5, SUMO Mot1 rescue -8, phage Ecoli inh 0.5, AddAB inh 0.6, MOR-DOR ag -2.7, PKA-R1A activ 0, Arrestin-AP2 inh 2 and Pemphigus Ab inh 100.

A draw from above in order of heavy-atom count, smallest number first.
For COc1cccc(/C=N/NC(=O)CNC(=O)c2cccs2)c1O the results were PfHsp90 set2 -22, OPRM1-OPRD1 inv 5, Ecoli viability -3.0, Tat transport -3, SUMO Mot1 rescue 315, phage Ecoli inh -2.2, AddAB inh -1.9, MOR-DOR ag -0.9, PKA-R1A activ 2, Arrestin-AP2 inh -5 and Pemphigus Ab inh 90.
For COc1ccc(-c2nn(-c3ccccc3)cc2C(=O)Nc2nc(CC(C)=O)ns2)cc1 the results were PfHsp90 set2 -3, OPRM1-OPRD1 inv -4, Ecoli viability 1.7, Tat transport -4, SUMO Mot1 rescue 6, phage Ecoli inh 0.9, AddAB inh 4.4, MOR-DOR ag 0.8, PKA-R1A activ 5, Arrestin-AP2 inh 5 and Pemphigus Ab inh 100.
COc1ccc(N(CC(=O)NCc2cccc(OC)c2)S(=O)(=O)c2c(C)noc2C)cc1 was read as PfHsp90 set2 12, OPRM1-OPRD1 inv 14, Ecoli viability -0.2, Tat transport -11, SUMO Mot1 rescue -4, phage Ecoli inh 1.6, AddAB inh 4.2, MOR-DOR ag -2.6, PKA-R1A activ -15, Arrestin-AP2 inh -2 and Pemphigus Ab inh 98.

Further compounds:
Screening O=C(N/N=C/c1ccc(O)c([N+](=O)[O-])c1)c1ccncc1 returned PfHsp90 set2 -13, OPRM1-OPRD1 inv 10, Ecoli viability 1.2, Tat transport -5, SUMO Mot1 rescue -1, phage Ecoli inh -0.4, AddAB inh 1.5, MOR-DOR ag -1.8, PKA-R1A activ -4, Arrestin-AP2 inh 29 and Pemphigus Ab inh 97.
For Cc1noc(C)c1C(=O)NNc1ccc(C(C)C)cc1 the results were PfHsp90 set2 -3, OPRM1-OPRD1 inv 23, Ecoli viability 1.7, Tat transport 1, SUMO Mot1 rescue 112, phage Ecoli inh 1.0, AddAB inh 5.8, MOR-DOR ag -4.6, PKA-R1A activ 4, Arrestin-AP2 inh 21 and Pemphigus Ab inh 93.
`COC(=O)c1cnc(Nc2cc(C)ccc2OC)c2ccccc12` gave PfHsp90 set2 14, OPRM1-OPRD1 inv -6, Ecoli viability -0.7, Tat transport -5, SUMO Mot1 rescue 14, phage Ecoli inh 1.6, AddAB inh 0.8, MOR-DOR ag 1.1, PKA-R1A activ -6, Arrestin-AP2 inh -10 and Pemphigus Ab inh 87.
Cc1ccc(OS(=O)(=O)c2c(C)nn(C)c2Cl)c(C)c1 was read as PfHsp90 set2 21, OPRM1-OPRD1 inv 1, Ecoli viability -1.0, Tat transport -3, SUMO Mot1 rescue -1, phage Ecoli inh -0.6, AddAB inh 1.0, MOR-DOR ag -0.1, PKA-R1A activ -10, Arrestin-AP2 inh 9 and Pemphigus Ab inh 105.
Screening Cc1nn(-c2ccccc2)c(Cl)c1/C=N/NC(=O)c1ccnn1C returned PfHsp90 set2 1, OPRM1-OPRD1 inv 0, Ecoli viability 1.2, Tat transport -11, SUMO Mot1 rescue 2, phage Ecoli inh 0.9, AddAB inh 2.3, MOR-DOR ag -0.1, PKA-R1A activ -11, Arrestin-AP2 inh -11 and Pemphigus Ab inh 93.
Screening COc1ccc(CNC(=O)CN(C2CCCCC2)S(C)(=O)=O)cc1 returned PfHsp90 set2 -7, OPRM1-OPRD1 inv 11, Ecoli viability -2.0, Tat transport 14, SUMO Mot1 rescue -12, phage Ecoli inh -0.6, AddAB inh 2.0, MOR-DOR ag -2.2, PKA-R1A activ 3, Arrestin-AP2 inh 6 and Pemphigus Ab inh 105.
Cc1ccc(N2C(=O)c3ccccc3C2Nc2ccccc2)nc1 (stereo unspecified) was read as PfHsp90 set2 -22, OPRM1-OPRD1 inv 23, Ecoli viability -1.6, Tat transport 4, SUMO Mot1 rescue 12, phage Ecoli inh 2.7, AddAB inh 4.2, MOR-DOR ag -4.2, PKA-R1A activ -3, Arrestin-AP2 inh -1 and Pemphigus Ab inh 99.
Screening O=C(O)CCCC(=O)Nc1ccccc1Br returned PfHsp90 set2 1, OPRM1-OPRD1 inv 12, Ecoli viability 0.5, Tat transport 5, SUMO Mot1 rescue -2, phage Ecoli inh 1.8, AddAB inh 5.0, MOR-DOR ag -3.0, PKA-R1A activ -12 and Arrestin-AP2 inh 20.
Screening Cc1cccc(-n2c(CCc3ccccc3)nnc2SCC(=O)c2ccccc2)c1 returned PfHsp90 set2 5, OPRM1-OPRD1 inv -26, Ecoli viability -0.7, Tat transport 20, SUMO Mot1 rescue 13, phage Ecoli inh 1.4, AddAB inh 2.0, MOR-DOR ag 4.3, PKA-R1A activ -5, Arrestin-AP2 inh -3 and Pemphigus Ab inh 103.
`Cc1c(C(=O)NCc2ccco2)cccc1[N+](=O)[O-]` gave PfHsp90 set2 -11, OPRM1-OPRD1 inv -2, Ecoli viability -0.9, Tat transport 23, SUMO Mot1 rescue -22, phage Ecoli inh 0.4, AddAB inh 1.3, MOR-DOR ag 0.4, PKA-R1A activ 3, Arrestin-AP2 inh 3 and Pemphigus Ab inh 102.
CCn1c(SCC(=O)Nc2cc(OC)ccc2OC)nnc1C1CCCCC1 was read as PfHsp90 set2 -3, OPRM1-OPRD1 inv 11, Ecoli viability 3.1, Tat transport -1, SUMO Mot1 rescue -4, phage Ecoli inh 0.5, AddAB inh 4.5, MOR-DOR ag -1.9, PKA-R1A activ -4, Arrestin-AP2 inh -9 and Pemphigus Ab inh 86.
`Cc1cccc(CN2CCN(c3nc4nonc4nc3NC3CC3)CC2=O)c1` gave PfHsp90 set2 -7, OPRM1-OPRD1 inv -11, Ecoli viability -5.0, Tat transport -10, SUMO Mot1 rescue -1, phage Ecoli inh 1.6, AddAB inh 5.2, MOR-DOR ag 1.6, PKA-R1A activ -3, Arrestin-AP2 inh 15 and Pemphigus Ab inh 99.
For CCOC(=O)Nc1cccc(Cl)c1C the results were OPRM1-OPRD1 inv 4, Ecoli viability 1.4, Tat transport -8, SUMO Mot1 rescue -8, phage Ecoli inh 0.5, AddAB inh 2.6, MOR-DOR ag -0.7, PKA-R1A activ -1, Arrestin-AP2 inh 2 and Pemphigus Ab inh 101.
CC(=O)N1CCOc2ccc(S(=O)(=O)N3CCC(C(=O)Nc4cc(C)ccc4C)CC3)cc21 was read as PfHsp90 set2 17, OPRM1-OPRD1 inv 5, Ecoli viability -0.1, Tat transport 4, SUMO Mot1 rescue 9, phage Ecoli inh -0.2, AddAB inh 0.1, MOR-DOR ag -0.9, PKA-R1A activ 3 and Arrestin-AP2 inh -10.
